# Assay outcomes (PubChem)
# WRN helicase inh: WRN helicase (human) inhibition; Q14191; WRN helicase unwinding, fluorescent forked duplex, kinetic; Potency, µM (series often up to 114 µM), without a hit: top-dose activity change, negative = inhibition, most hits filed as inhibitors; 360,000 tested, 0.46% active; AID 651768; further: potency means the concentration at half of the fitted maximal effect; on the % scale 0 is the no-effect control and ±100 the full control effect; nearly all actives have a fitted effect of over 55% in size
#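 Screening of the MLSMR collection measured strand separation of a quenched forked DNA duplex (100 nM) by 20 nM WRN with 2 mM ATP, all final. Compounds were preincubated with enzyme 15 min at room temperature.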
# EPAC1 antag: blocks human EPAC1 exchange factor | O95398 | EPAC1 GEF assay, Rap1b-BODIPY-GDP exchange fluorescence | Potency, µM (top dose mostly 115 µM), without a hit: at the highest dose activity change, negative = inhibition, actives largely listed as inhibitors | 360,000 tested, 0.14% active;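 further: potency means the concentration at half of the fitted maximal effect; plate controls were vehicle for no effect and positive control for full effect; nearly all actives have a fitted effect of over 50% in size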
# IL-2 act: activates IL-2 in a cell-based reporter assay; IL-2 activation reporter assay, cell-based qHTS; stimulated with anti-CD3/CD4/CD28 beads; in transgenic mouse T cells; activation, % (series mostly up to about 46 µM); 360,000 tested, 0.065% active; AID 652025; in the data active means activation above about 50%; inconclusive means mostly about 30% to 49%; further: 0% is about no effect
#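 Unstimulated transgenic mouse T cells preincubated 60 min with compound, then stimulated with anti-CD3/anti-CD4-coated beads plus anti-CD28 for 18 h at 37 degrees C. IL-2 response read as EGFP and DsRed fluorescence by plate cytometry.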
# PI5P4Ka inh: PI5P4K alpha (human) kinase inhibition. PI5P4Kalpha enzyme, ADP-Glo luminescence, 60 min; active compounds read low. max response, %. 330,000 tested, 1.2% active. AID 652105; active means max response of -50% or lower; inconclusive means between -30% and -50%; inactive means -30% or higher; further: value at the top dose of about 77 µM; on the % scale 0 is the no-effect control and ±100 the full control effect
#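 ADP-Glo luminescence end-point after a 60 min room-temperature kinase reaction. PI5P4Kalpha and substrate in HEPES pH 7.4 buffer with EGTA, 0.1% CHAPS and 5% DMSO; ATP at 5 microM final.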
# EPAC2 agonist: EPAC2 (human) agonism | Q8WZA2 | EPAC2 activation, biochemical qHTS; response scale: 100% = 6.5 mM cAMP response | Potency, µM (highest dose often 154 µM), without a hit: at the top dose activation, usual class: activators | 360,000 tested, 0.079% active | AID 720711; further: potency means the concentration at half of the fitted maximal effect; nearly all actives have a fitted effect of over 50% in size
# Target sequence (Q8WZA2 whole entry, looked up): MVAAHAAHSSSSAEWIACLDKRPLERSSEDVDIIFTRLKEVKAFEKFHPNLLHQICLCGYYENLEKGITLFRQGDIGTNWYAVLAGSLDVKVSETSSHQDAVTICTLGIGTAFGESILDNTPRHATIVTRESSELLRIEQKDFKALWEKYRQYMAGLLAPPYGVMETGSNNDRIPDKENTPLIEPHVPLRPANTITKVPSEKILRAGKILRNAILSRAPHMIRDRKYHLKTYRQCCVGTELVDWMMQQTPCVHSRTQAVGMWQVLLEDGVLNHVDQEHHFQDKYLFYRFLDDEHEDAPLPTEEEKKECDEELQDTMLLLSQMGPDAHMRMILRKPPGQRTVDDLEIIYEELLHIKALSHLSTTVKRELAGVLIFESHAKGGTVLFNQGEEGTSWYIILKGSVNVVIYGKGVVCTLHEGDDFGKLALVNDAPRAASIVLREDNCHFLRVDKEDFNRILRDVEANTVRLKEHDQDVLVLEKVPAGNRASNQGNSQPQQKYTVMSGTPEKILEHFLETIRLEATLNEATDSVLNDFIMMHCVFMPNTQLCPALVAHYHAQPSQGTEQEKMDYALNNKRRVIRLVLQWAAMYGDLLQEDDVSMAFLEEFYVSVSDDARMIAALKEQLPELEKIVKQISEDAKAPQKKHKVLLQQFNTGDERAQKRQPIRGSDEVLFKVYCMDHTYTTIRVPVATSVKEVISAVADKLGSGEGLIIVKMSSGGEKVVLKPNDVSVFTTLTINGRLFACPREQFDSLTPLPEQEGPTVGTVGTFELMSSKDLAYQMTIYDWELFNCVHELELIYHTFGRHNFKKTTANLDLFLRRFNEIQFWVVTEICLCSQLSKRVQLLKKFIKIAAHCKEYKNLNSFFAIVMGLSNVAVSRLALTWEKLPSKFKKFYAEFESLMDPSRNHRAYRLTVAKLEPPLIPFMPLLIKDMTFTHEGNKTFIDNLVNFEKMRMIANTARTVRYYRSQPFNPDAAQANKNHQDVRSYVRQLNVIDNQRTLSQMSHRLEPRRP
#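 Setup: EPAC2 100 nM, labeled Rap1B complex 250 nM, free GDP 50 uM. Compound titrations pinned in, brief spin, 5 min room temperature incubation. Kinetic fluorescence read over 30 min, normalized to 6.5 mM cAMP.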
# CCT chaperon mod: changes cytosolic chaperonin activity. purified chaperonin ATPase assay, HTRF ADP detection, 30 min. activity change, % (no concentration beside the values), hits read low. 360,000 tested, 0.3% active; in the data active means activity change below about -30%; further: on the % scale 0 is the no-effect control and ±100 the full control effect
#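 First, chaperonin was dispensed at 40 nM or 20 nM final depending on batch activity. Next, compounds were pinned at 76 uM and ATP added at 10 uM. After 30 min at 37 °C, ADP detection reagents ran 30 min at ambient temperature.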
# EPAC1 ag: agonists of human EPAC1. Potency, µM (top dose mostly 154 µM), without a hit: at the highest dose activation, actives largely listed as activators. EPAC1 agonist qHTS, biochemical assay; response scale: 100% = response to 6.5 mM cAMP. 360,000 tested, 0.073% active; further: potency means the concentration at half of the fitted maximal effect; nearly all actives have a fitted effect of over 60% in size
#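 Multi-concentration qHTS readout: loss of Rap1B-bound BODIPY-GDP fluorescence driven by 100 nM EPAC1 with excess GDP (50 uM), monitored kinetically at room temperature; agonist response expressed relative to 6.5 mM cAMP.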
# PLK1 PBD inh: inhibitors of human PLK1 polo-box domain binding | Plk1 PBD binding of FITC phosphopeptide, fluorescence polarization | 360,000 tested, 2.8% active | Potency, µM, for the others: max response, negative = inhibition, usual class: inhibitors | P53350; further: potency means the concentration at half of the fitted maximal effect; series mostly up to about 57 µM; on the % scale 0 is the no-effect control and ±100 the full control effect; nearly all actives have a fitted effect of over 65% in size
# The depositor's hits bear a star; ? = inconclusive; . = no result given; [ ] = dose if it differs, or a comment. Unless noted, the call rests on the fitted dose curve; in most records, active means well fitted curve in the direction sought with a large enough effect; inconclusive means small, poorly fitted or top-dose-only effect, or another doubt; inactive means no such curve, though single readings can be large; an effect the other way counts as inactive or inconclusive.
SMILES,WRN helicase inh,EPAC1 antag,IL-2 act,PI5P4Ka inh,EPAC2 agonist,CCT chaperon mod,EPAC1 ag,PLK1 PBD inh
FC(F)(F)c1ccccc1Cc1c(-c2cccc(Br)c2)nc2ccc(Cl)cn12,-11%,-9%,1.9,16,7%,0.9,-8%,-3%
COC(=O)CCCn1cc(CN2CC(N3CCN(Cc4ccccc4F)CC3)CS2(=O)=O)nn1 (centres undefined),3%,-8%,-0.2,-2,-5%,0.6,-3%,3%
CNC(=O)c1cccnc1Nc1cccc(C(F)(F)F)c1,1%,-1%,-2.8,20,0%,-0.3,-1%,4%
O=C(O)C1CCN(C(=O)c2ccco2)CC1,-4%,6%,-0.3,1,4%,1.7,-7%,-10%
CC1(Cc2cccc(C(F)(F)F)c2)C(=O)Nc2c(Cl)cccc21 (centres undefined),-9%,-23%,-0.6,19,3%,1.4,-7%,-1%
CCOc1ccc(N(CC(=O)NCCC2=CCCCC2)S(=O)(=O)c2ccccc2)cc1,0%,-20%,-0.2,-2,19%,-0.2,9%,-9%
COc1cccc(CNS(=O)(=O)c2cc3c(cc2C)n(C)c(=O)c(=O)n3C)c1,-3%,-2%,-3.4,-1,9%,-2.9,11%,-5%
COC(=O)c1ccc(NC(=O)CSc2nnc(-c3cccnc3)o2)cc1,-16%,-3%,0.0,-5,7%,1.7,27%,?
COc1ccc(-n2c(C)cc(-c3csc(N)n3)c2C)cc1,-31%,-1%,-1.0,?,8%,-1.1,9%,-6%
Cc1cc2[nH]c(=O)c(=O)[nH]c2cc1S(=O)(=O)NCc1ccc(Cl)cc1,-4%,-15%,0.4,0,6%,-1.3,-8%,-6%
Cc1ccc(C)c(Cn2nnc3c(=O)[nH]c(C4CCN(C(=O)c5cccs5)CC4)nc32)c1,-2%,-7%,0.3,-1,7%,-0.5,6%,-13%
O=C(CN(C(=O)c1csnn1)c1ccccc1F)NCc1ccccc1,12%,-3%,1.7,13,3%,0.7,-7%,4%
Cc1nn(C)c(C)c1CN(C)S(=O)(=O)c1ccc(F)cc1,16%[57.1 µM],-18%,-2.1,4,4%,-2.0,-10%,-11%
Cc1cc(S(=O)(=O)NC[C@H]2O[C@@H](n3cnc4c(N)ncnc43)[C@H](O)[C@@H]2O)c(C)s1,7%,-8%,-0.2,-22,9%,-0.2,-11%,-9%
COc1ccc(/C=C(/NC(=O)c2ccco2)C(=O)N2CCc3ccccc32)cc1OC,2%,-8%,-0.5,7,9%,0.6,4%,1%
Cc1ccn(C)c(=N)c1,5%,9%,-1.1,0,3%,-9.2,1%,0%
Cc1cc(NC(=O)CSc2nc(-c3ccc(F)cc3)cs2)no1,-2%,6%,3.1,7,-5%,0.9,4%,?
CCOC(=O)CN1C(=O)N[C@@H](c2cccc(C(F)(F)F)c2)[C@H](C(C)=O)[C@H]1C,-2%,12%,1.3,0,5%,-1.7,-20%,2%
Cc1c(C(=O)NCc2ccc3c(c2)OCCO3)sc(=O)n1Cc1cccc(C(F)(F)F)c1,-9%[57.1 µM],-17%,-0.2,-1,-2%,0.7,-7%,-8%
Cc1cc(OCC(=O)N2CCCC2)ccc1Cl,-2%,5%,-0.7,0,4%,-3.0,5%,-8%
CCN(CC(=O)NCc1cccs1)C(=O)CCCOc1ccc(C(C)(C)C)cc1,6%,7%,-5.6,1,2%,0.3,1%,4%
Cc1ccc2cc(CCNS(=O)(=O)c3ccc(Cl)cc3)c(=O)[nH]c2c1C,-5%[57.1 µM],?,-0.5,-2,8%,-0.3,6%,-6%
CCCCN(C(=O)C1CCCO1)c1c(N)n(CCC)c(=O)[nH]c1=O (centres undefined),-9%,0%,0.1,3,-3%,-0.8,6%,-3%
COc1ccc(CN(C)C(=O)CCC(=O)N2CCN(S(=O)(=O)c3ccc(Cl)cc3)CC2)c(OC)c1,-7%,-1%,0.2,3,0%,-3.5,-6%,3%
CSc1nc2ccsc2c(=O)n1-c1ccccc1,-3%,12%,-0.6,1,11%,-2.5,-2%,2%
O=C(COC(=O)Cc1ccccc1F)Nc1ccc(Cl)cn1,-33%,-18%,-1.1,?,16%,-33*,14%,17µM*
O=C(COc1ccc(Cl)cc1)N1CCN(S(=O)(=O)c2cc(F)ccc2F)CC1,-5%,-6%,-1.8,-26,16%,-0.9,7%,-4%
Cc1noc(C)c1COc1ccccc1C(=O)NCc1ccco1,4%,1%,-0.1,3,9%,-0.6,10%,-14%
COC(=O)c1ccccc1NC(=O)Nc1cccs1,-2%,1%,-0.1,?,6%,-2.0,15%,0%
CCOc1ccc(NC(=O)CCS(=O)(=O)c2ccc3c(c2)CCCN3C(C)=O)cc1,-2%,7%,-2.2,1,7%,-2.9,0%,-14%
N#CC1=C(N)NC(SCc2ccccc2)=C(C#N)C12CCCCC2,-7%,-2%,-3.9,.,9%,-1.7,14%,?
CCOC(=O)c1c(N2C(=O)Nc3ccccc3N2O)n[nH]c1-c1cccc(OC)c1,1%,6%,-0.3,-52*,6%,-2.3,5%,-5%
CC(C)c1c(O)c2c(n(-c3ccccc3)c1=O)CCCC2,6%,9%,-2.4,2,3%,1.2,9%,-2%
CCN(CC)c1ccc(/C=N/NC(=O)Nc2nonc2N)cc1,-27%,-16%,0.2,-6,-9%,0.0,10%,-20%
Cc1nc2ccccc2n1CC(O)COc1ccccc1Cl (centres undefined),5%,1%,-2.4,3,7%,-1.1,9%,-15%
Cc1ccc2c(c1)NC(=O)C(CC(=O)Nc1ccc(Br)c(C)c1)O2 (centres undefined),3%,-13%,0.0,-3,7%,-1.0,0%,-9%

# Compound profiles, from the list above. Values in the order: WRN helicase inh	EPAC1 antag	IL-2 act	PI5P4Ka inh	EPAC2 agonist	CCT chaperon mod	EPAC1 ag	PLK1 PBD inh
# Cc1ccc2c(c1)NC(=O)C(CC(=O)Nc1ccc(Br)c(C)c1)O2 (centres undefined) across the screens: 3%	-13%	0.0	-3	7%	-1.0	0%	-9%
# Cc1noc(C)c1COc1ccccc1C(=O)NCc1ccco1 across the screens: 4%	1%	-0.1	3	9%	-0.6	10%	-14%

# Look-ups from the entries so far:
# CCOC(=O)c1c(N2C(=O)Nc3ccccc3N2O)n[nH]c1-c1cccc(OC)c1 in EPAC2 agonist has 6%
# CCOc1ccc(NC(=O)CCS(=O)(=O)c2ccc3c(c2)CCCN3C(C)=O)cc1 in EPAC2 agonist has 7%

# New compounds follow:
SMILES,WRN helicase inh,EPAC1 antag,IL-2 act,PI5P4Ka inh,EPAC2 agonist,CCT chaperon mod,EPAC1 ag,PLK1 PBD inh
Cc1ccc(C(=O)Nc2ccc(F)c(S(=O)(=O)N3CCOCC3)c2)s1,-5%,-26%,-0.8,-3,7%,-0.4,12%,-11%
NCCCC[C@@H]1NC(=O)c2cc([N+](=O)[O-])cc(F)c2NCCCC[C@@H](C(N)=O)NC(=O)CNC1=O,-2%,-6%,0.1,2,-3%,-1.4,-10%,1%
CCOC(=O)C1=NN2C(O)C3(C)CC(C(=O)OCC)=NN3C(O)C2(C)C1 (centres undefined),-7%,-19%,-3.6,-6,1%,-1.1,0%,-14%
CN(CCc1ccccc1)C1CCCN(S(=O)(=O)CC(F)(F)F)C1 (centres undefined),11%,-3%,-1.3,3,-1%,-3.0,0%,?
COc1ccccc1N(CC(O)Cn1c(C)nc2ccccc21)S(=O)(=O)c1ccccc1 (centres undefined),-22%,-15%,-0.4,-6,2%,-1.6,-9%,-11%
Cc1cc2oc(=O)cc(CNc3ccccc3F)c2cc1O,1%,-7%,1.1,9,3%,-1.8,6%,-5%
O=C(c1cc(Sc2ccc(Cl)cc2)nc2ccccc12)N1CCN(c2ccccn2)CC1,-8%,-19%,-1.2,10,9%,-3.6,10%,-14%
COc1ccc(NC(=O)[C@H](C)NS(=O)(=O)c2ccc(NC(C)=O)cc2)cc1Cl,-6%,-1%,1.2,1,2%,1.9,19%,-11%
Nc1ccc2c(C(F)(F)F)cc(C(F)(F)F)nc2n1,-9%,8%,0.2,1,-10%,0.2,-8%,1%
C=CCn1c(SCC(=O)NCC(=O)OCC)nnc1-c1cccc(OC)c1,-3%,-3%,-2.2,7,4%,-0.2,-2%,-21%
COc1cc(C2NC(=O)C(C#N)=C(S)N2c2ccc(C)cc2)ccc1OC(C)C (centres undefined),1%[57.1 µM],3%,-0.5,-15,-14%,-0.9,-1%,?
CCc1ccc(/C=N/NC(=O)c2cc(C3CC3)nc3ccccc23)s1,0%,11%,-2.0,7,-6%,-1.8,-4%,-3%
COc1ccccc1C(CNC(=O)COc1ccccc1C)N1CCCC1 (centres undefined),8%,-5%,-2.8,5,10%,-3.7,7%,-17%
Cc1ccc(S(=O)(=O)c2nc(-c3ccccc3)oc2NCCCN2CCOCC2)cc1,1%,-14%,-1.0,6,15%,-1.6,5%,-19%
OC(COc1ccc2c(c1)OCO2)CN1CCN(c2ccc(F)cc2)CC1 (centres undefined),-7%,12%,0.0,3,0%,-2.2,6%,0%
CSc1nc(-c2ccc(Cl)cc2)nn1C(=O)c1ccccc1,-17%[57.1 µM],11%,0.0,0,-4%,-0.5,-8%,?
Cc1ccc(S(=O)(=O)NC(=O)NCc2ccc(Cl)cc2)cc1,-2%,-2%,-2.9,4,-1%,1.3,4%,-17%
CC(=O)Nc1ccc(OC(=O)c2ccc(Br)c([N+](=O)[O-])c2)cc1,-12%,?,-1.9,4,-5%,2.8,-7%,-21%
Cc1ccccc1N1CC(C(=O)Nc2nnc(SCCN3CCOCC3)s2)CC1=O (centres undefined),0%,10%,-2.8,-13,8%,0.0,1%,-22%
COc1cccc(C(C(=O)NC(C)(C)C)N(CCc2ccccc2)C(=O)CCC(=O)Nc2cc(C)on2)c1OC (centres undefined),-9%,?,4.5,4,3%,-1.0,-6%,-1%
CCOc1ccc(CNC(=O)C2CCCN(S(=O)(=O)N3CCC(C)CC3)C2)cc1OC (centres undefined),-4%,1%,0.2,9,-12%,1.4,-8%,4%
COc1cc(C(=O)Nc2nnc(SCC(=O)NCC3CCCO3)s2)cc(OC)c1OC (centres undefined),-23%,-10%,0.0,4,5%,-4.6,-2%,1%
Cc1cccc(-n2c(O)c(C=NCCCN3CCOCC3)c3ccccc3c2=O)c1,0%,-2%,0.1,-2,5%,-2.1,-2%,-2%
CSCCC(NC(=O)c1ccccc1)C(=O)NC1CCCC1 (centres undefined),-8%,3%,1.6,.,3%,-6.9,8%,-10%
Clc1ccc(-c2nc3ccc(Cl)cn3c2Cc2cccc(Cl)c2)cc1,-12%,?,-0.8,-4,9%,0.8,1%,-13%

# Part of the list above, showing only IL-2 act, CCT chaperon mod and EPAC2 agonist.
SMILES	IL-2 act	CCT chaperon mod	EPAC2 agonist
CSc1nc2ccsc2c(=O)n1-c1ccccc1	-0.6	-2.5	11%
O=C(COC(=O)Cc1ccccc1F)Nc1ccc(Cl)cn1	-1.1	-33*	16%

# This is a subset; rates above refer to the full screens.
